# Hsp70 inhibitors: Hsp70 inhibitors, probe displacement, primary screen, biochemical, fluorescence polarization (AID 583). actives 0.06% (n = 140,000). Hsp70 fluorescence polarization probe displacement, mP; higher % means a stronger effect. displacement, % at 20 µM; hits with a dose series show IC50 in µM; in the data active = displacement above about 50%;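 also: plate controls were vehicle for no effect and reference ligand for full effect; a part of the inactive calls stands beside numbers as strong as those of hits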
# Rat MKP-3 inhibitors: MKP-3 phosphatase inhibitors, primary screen, biochemical, rat enzyme, in vitro (AID 425). Dual specificity protein phosphatase 6 (Rattus norvegicus). recombinant MKP-3 phosphatase activity, fluorescence; higher % means a stronger effect. inhibition, % at 20 µM; hits with a dose series show IC50 in µM. actives 0.17% (n = 110,000); in the data active = inhibition above about 50%;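 also: plate controls were vehicle for no effect and reference inhibitor for full effect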
# * = called active by the depositor; . = not tested or not shown; & = joins results of further samples. The list is partial. The share of hits here may be higher or lower than overall.
# The first five entries (preview)
Hsp70 inhibitors	Rat MKP-3 inhibitors	smiles
-1.4%	.	O=C(NCc1ccccc1)[C@@H]1CSC2c3ccccc3C(=O)N21 (stereo partly drawn)
-0.9%	-1%	CC(C)(C)NC(=O)CSc1ncccn1
0.6%	-7%	Cc1ccc(S(=O)(=O)c2c(N)n(Cc3ccco3)c3nc4ccccc4nc23)cc1
0.8%	-1%	COc1cccc(C(=O)Nc2sc3c(c2C(N)=O)CCC(C)C3)c1 (stereo not drawn)
-3.8%	4%	COc1ccc(-c2cc(C(=O)N3CCC(Cc4ccccc4)CC3)c3ccccc3n2)c(OC)c1

# The whole of this part, repeating the preview:
Hsp70 inhibitors	Rat MKP-3 inhibitors	smiles
-1.4%	.	O=C(NCc1ccccc1)[C@@H]1CSC2c3ccccc3C(=O)N21 (stereo partly drawn)
-0.9%	-1%	CC(C)(C)NC(=O)CSc1ncccn1
0.6%	-7%	Cc1ccc(S(=O)(=O)c2c(N)n(Cc3ccco3)c3nc4ccccc4nc23)cc1
0.8%	-1%	COc1cccc(C(=O)Nc2sc3c(c2C(N)=O)CCC(C)C3)c1 (stereo not drawn)
-3.8%	4%	COc1ccc(-c2cc(C(=O)N3CCC(Cc4ccccc4)CC3)c3ccccc3n2)c(OC)c1
-4.8%	5%	COc1ccc(/C=C/C(=O)c2ccc(F)cc2)cc1[N+](=O)[O-]
4.8%	1%	CC(=O)c1cccc(NC(=O)c2cccc(S(=O)(=O)N(C)C)c2)c1
-3.6%	2%	COc1cc(CN2CCN(C3C4CC5CC(C4)CC3C5)CC2)cc(OC)c1OC (stereo not drawn)
3.1%	3%	CCCOc1ccc(C(=O)NCCCCCC(=O)O)cc1
-2.8%	-4%	N#CCSc1nnc(Cc2ccc3c(c2)OCO3)o1
4.0%	-1%	COc1ccc(-c2cc(=O)n3[nH]c(-c4ccc(C)cc4)c(C)c3n2)cc1
4.2%	4%	O=C1C(=Cc2ccc(Oc3ccc(C(F)(F)F)cc3[N+](=O)[O-])c(Cl)c2)C(=O)c2ccccc21
-2.7%	2%	CCOc1ccc(C(=O)Nc2ccc3nn(-c4ccc(OC)cc4)nc3c2)cc1Cl
.	6%	Cc1onc(-c2ccccc2Cl)c1C(=O)NCc1ccc2c(c1)cc(C)n2C
-0.6%	-11%	CN1C(=S)SC(C)(C)C1(C)NO (stereo not drawn)
0.3%	-6%	CC(C)OC(=O)Cn1c(=O)oc2ccccc21
2.3%	-1%	Cn1c(=O)oc2cc(S(=O)(=O)Nc3cccc(F)c3)ccc21
5.7%	0%	O=C1c2cccnc2C(O)N1Cc1ccc(F)cc1 (stereo not drawn)
-3.0%	3%	CC(=O)c1cccc(NC(=O)C(C)Sc2ccc(Cl)cc2)c1 (stereo not drawn)
-1.9%	.	O=C(CN(Cc1ccccc1)C(=O)CSc1nnc(COc2ccccc2)o1)NC1CCCC1

# 5 entries picked at random from the list so far, as already listed:
Hsp70 inhibitors	Rat MKP-3 inhibitors	smiles
-2.7%	2%	CCOc1ccc(C(=O)Nc2ccc3nn(-c4ccc(OC)cc4)nc3c2)cc1Cl
-1.9%	.	O=C(CN(Cc1ccccc1)C(=O)CSc1nnc(COc2ccccc2)o1)NC1CCCC1
0.8%	-1%	COc1cccc(C(=O)Nc2sc3c(c2C(N)=O)CCC(C)C3)c1 (stereo not drawn)
-2.8%	-4%	N#CCSc1nnc(Cc2ccc3c(c2)OCO3)o1
-3.8%	4%	COc1ccc(-c2cc(C(=O)N3CCC(Cc4ccccc4)CC3)c3ccccc3n2)c(OC)c1

# More structures follow:
Hsp70 inhibitors	Rat MKP-3 inhibitors	smiles
-0.9%	-5%	COc1cccc2cc(-c3csc(CCn4nc(C)cc4C)n3)c(=O)oc12
3.7%	-8%	Fc1ccccc1CSc1nnc(-c2ccccc2)o1
4.9%	-5%	CCOC(=O)C(CC)Sc1nc(N)c(NC(=O)c2ccc(OC)c(OC)c2)c(=O)[nH]1 (stereo not drawn)
1.3%	.	COCCNC(=O)C1(C)Oc2ccccc2NC1=O (stereo not drawn)
1.0%	-4%	COc1cc(/C=C2/SC(=S)N(C)C2=O)cc(Cl)c1OCc1ccccc1Cl
-0.8%	.	Cc1ccc(N2C(=O)c3ccc(C(=O)N4CCN(c5cccc(C)c5C)CC4)cc3C2=O)cc1
-0.3%	0%	COc1ccc2nc(SCC(=O)NCCc3ccccc3)[nH]c2c1
-4.7%	.	CCOC(=O)c1c(NC(=O)c2cc(C(C)C)on2)sc(C(C)=O)c1C
2.8%	-6%	Cc1nc2ncnn2c(N2CCC(C(=O)NCC3CCCO3)CC2)c1Cc1ccccc1 (stereo not drawn)
-6.1%	2%	COc1cc(C2SCC(=O)N2Cc2ccco2)ccc1O (stereo not drawn)
-1.0%	.	Brc1ccc(-c2nnc(-c3ccccc3)o2)o1
3.3%	0%	CCO/N=C(\c1nonc1N)N1CCOCC1
-3.3%	.	COc1ccc(CCN2CC(O)=C(c3nc(C)cs3)C2=N)cc1OC
-1.8%	-4%	Cc1cccc(OCCOc2ccc(Cl)cc2/C=C2/SC(=S)N(C)C2=O)c1
4.1%	.	Cn1c(Cc2ccccc2)nnc1SCC(=O)c1cccs1
3.7%	-3%	Nc1ccc(S(=O)(=O)Nc2cccc3cccnc23)cc1
-0.7%	-5%	Cc1c(C(=O)N2CCC(C)CC2)cccc1[N+](=O)[O-]
0.4%	-3%	CN1CCN(c2nc3c(c(=O)n(C)c(=O)n3C)n2CC(N)=O)CC1
-5.9%	2%	COc1cc(/C=C(\C#N)c2nn(CCO)c(N)c2C#N)ccc1OCc1ccc(Cl)cc1Cl
-2.6%	6%	CC(=O)n1cc(/C=C2\Sc3ccccc3C2=O)c(-c2ccccc2)n1
0.2%	-4%	Cc1cccc(CN2CCN(CC(=O)NCc3ccc(F)cc3)C2=O)c1
-0.3%	3%	CN(CCc1ccccn1)C(=O)Nc1ccc(F)cc1
1.0%&11%	2%	CON1C(=O)CN(C(C)=O)C1c1ccc(Cl)cc1Cl (stereo not drawn)
1.8%	-4%	COc1ccc(-n2c(C)nc3c(cnn3-c3ccc(C)c(C)c3)c2=O)cc1
1.4%	-6%	c1ccc2[nH]c(SCCN3CCOCC3)nc2c1
-3.4%	.	COC(=O)c1sccc1-n1cccc1C(=O)C(=O)N1CCCCC1
3.8%	2%	CCc1c(C#N)c(N)nc(SCC(=O)c2ccc(C)cc2)c1C#N
-1.9%	-3%	O=C(NC(=O)c1cccc(OC(F)(F)C(F)F)c1)OC1CCS(=O)(=O)C1 (stereo not drawn)
1.2%	-3%	COC(=O)C1=C(C)N(c2cccc(C(F)(F)F)c2)C(=O)C1
3.0%	-4%	O=C(CSc1nnc(-c2ccco2)n1-c1ccccc1)Nc1ccccc1[N+](=O)[O-]
-4.2%	-9%	CN(C)C(=O)CSc1nnc(CCCCCNC(=O)OC(C)(C)C)o1
-1.4%	6%	O=S(=O)(Nc1ccccc1)c1ccc2c(c1)OCCO2
0.6%	2%	COc1ccc(S(=O)(=O)Nc2ccc(F)c(Cl)c2)cc1OC
-0.6%	-3%	COC(=O)[C@H](CCSC)NC(=O)NCCC1=CCCCC1
-3.5%	-1%	CCN1CCN(C(C(=O)NC2CCCC2)c2ccc(Cl)cc2)CC1 (stereo not drawn)
0.3%	-1%	Cc1cc(C)c(C)c(OCC(=O)NCC2CCCO2)c1 (stereo not drawn)
-0.6%	5%	CC(C)=N/N=C1/NC(=O)C(CC(=O)Nc2ccc(C)c(C)c2)S1 (stereo not drawn)
-1.3%	-3%	COc1ccc(/C(O)=C2/C(=O)C(=O)N(CCCC(=O)O)C2c2ccc(OC)cc2)cc1 (stereo not drawn)
6.9%	.	COC(=O)c1c(NC(=O)CSc2nnc(-c3ccco3)n2C)sc(C)c1C
0.4%	-1%	CN=CC1=C(O)c2ccccc2C1=O
4.1%	-6%	COc1c(F)c(F)c(C(=O)Nc2ccccc2N2CCN(C(=O)C(C)C)CC2)c(F)c1F
-2.1%	.	CCCOc1cccc(C(=O)N(Cc2ccc(OC)c(OC)c2)C2CCS(=O)(=O)C2)c1 (stereo not drawn)
1.5%	.	O=c1c2c(nc3nc[nH]n13)CCC2
-1.6%	-10%	O=C(C1=C(O)C(=O)N(Cc2ccccc2)C1c1cccnc1)c1ccco1 (stereo not drawn)
-1.0%	3%	CCN(CC)S(=O)(=O)c1cc(C(=O)Nc2ccccc2OC)ccc1Cl
-1.6%	-1%	Cc1ccc(OCC(O)CN2CCN(CC(O)COc3ccc(C)cc3Cl)CC2)c(Cl)c1 (stereo not drawn)
-5.9%	.	COC(=O)c1c(C)[nH]c(C(=O)CSc2ccc(Cl)cc2)c1C
-6.3%	6%	N#Cc1ccc(/C=N/Nc2nc(-c3ccccc3)cs2)cc1
-0.3%	-9%	Cc1csc(NC(=O)CSc2nnc(-c3cccs3)n2C)n1
-3.8%&3.2%	3%	O=C(CCCN1C(=O)c2ccccc2C1=O)NCc1ccco1
6.1%	2%	Cc1ccccc1-n1nc2c(c1NC(=O)c1cc3ccccc3oc1=O)CS(=O)C2 (stereo not drawn)
1.1%	9%	Cc1csc(NC(=O)c2c(O)c3c(n(CC(C)C)c2=O)CCCC3)n1
-1.7%	-2%	COc1ccc(C2C(=O)c3ccccc3C2=O)c(OC)c1
2.8%	-8%	CC(C)C(NC(=O)c1cccs1)C(=O)NC1=NCCS1 (stereo not drawn)
0.2%	2%	COC(=O)c1c(C)oc2ccc(OCc3c(F)cccc3Cl)cc12
-0.8%	1%	CCCCc1cc(=O)oc2cc(C)cc(OCC(=O)O)c12
2.8%	3%	Cc1ccc2c(C)nc(Nc3nc4ccccc4c(=O)[nH]3)nc2c1
-4.7%	3%	COc1ccc(N=C2SC(C(=O)N3CCN(c4ccc([N+](=O)[O-])cc4)CC3)CC(=O)N2C)cc1 (stereo not drawn)
.	-2%	COc1ccc(CN(C(C)=O)c2cccc(C)c2C)cc1
0.0%&4.3%	2%	COC(=O)c1ccccc1NC(=O)C1CC(=O)N(c2ccc(C)cc2)C1 (stereo not drawn)

# Whole records from above. Order of screens: Hsp70 inhibitors, Rat MKP-3 inhibitors
# COc1ccc(-c2cc(C(=O)N3CCC(Cc4ccccc4)CC3)c3ccccc3n2)c(OC)c1 is listed with -3.8%, 4%
# Cc1onc(-c2ccccc2Cl)c1C(=O)NCc1ccc2c(c1)cc(C)n2C is listed with ., 6%
# CC(C)C(NC(=O)c1cccs1)C(=O)NC1=NCCS1 (stereo not drawn) is listed with 2.8%, -8%
# COc1ccc(CN(C(C)=O)c2cccc(C)c2C)cc1 is listed with ., -2%
# COc1c(F)c(F)c(C(=O)Nc2ccccc2N2CCN(C(=O)C(C)C)CC2)c(F)c1F is listed with 4.1%, -6%

# Later entries
Hsp70 inhibitors	Rat MKP-3 inhibitors	smiles
-3.1%	3%	O=S(=O)(c1ccc(Br)cc1)N1CCN(C/C=C/c2ccccc2)CC1
1.3%	-14%	COc1cc(S(=O)(=O)N2CCN=C2c2ccccc2)ccc1F
1.6%	-3%	CCN1C(=O)/C(=C\C=C\c2cccc([N+](=O)[O-])c2)SC1=S
-4.0%	-2%	CCOC(=O)/C(=C\c1ccc(-c2ccc(S(N)(=O)=O)cc2)o1)C(C)=O
-0.5%	.	O=C(Nn1c(O)c(C=C2N=c3ccccc3=N2)sc1=S)c1ccccc1
1.4%	-11%	CC1CCN(c2oc(-c3cccc4ccccc34)nc2C#N)CC1
0.1%	-12%	CN(C)c1ccc(-c2nnn(Cc3ccccc3Br)n2)cc1
-3.8%	2%	Brc1cccc(-c2nc(-c3cccnc3)no2)c1
-4.2%	-6%	Cc1nc2c([nH]c3ccc(Br)cc32)s1
-0.1%	1%	O=C(c1ccc(-c2ccccc2)cc1)N1CCN(C2CCN(Cc3ccccc3)CC2)CC1
1.8%	-2%	Cn1c(=O)c(=O)n(C)c2cc(S(=O)(=O)CCC(=O)N3CCOCC3)ccc21
0.9%	.	COc1cccc(NC(=O)CSc2nnc(-c3ccoc3C)n2CC2CCCO2)c1 (stereo not drawn)
2.3%	.	COc1ccc(CCn2c3c(c(=O)[nH]c2=O)C(NC(=O)c2cccs2)(C(F)(F)F)C(=O)N3)cc1OC (stereo not drawn)
-5.1%	2%	c1ccc(C23CN4CCN(CC(C4)C2=N/N=C2\C4CN5CCN(C4)CC2(c2ccccc2)C5)C3)cc1
-3.0%	0%	O=C1CC(NCc2ccccc2F)C(=O)N1c1ccccc1 (stereo not drawn)
3.1%	.	COc1cc(S(=O)(=O)NC2CCCCC2)ccc1F
0.5%	2%	CCOC(=O)CNC(=O)c1cc(-c2ccccc2)nc2ccccc12
0.4%	-12%	Cc1ccc(NCc2nnc(SCC(=O)Nc3ncc(C)s3)n2CC2CCCO2)c(C)c1 (stereo not drawn)
0.2%	-3%	COc1ccccc1NS(=O)(=O)c1ccc(NC(=O)c2nc3ncccn3n2)cc1
-0.9%	-4%	O=C(NCCNc1ccc([N+](=O)[O-])cc1Cl)c1ccccc1F
2.2%	2%	Nc1cccc(C(=O)O)c1
-6.0%	1%	N#CC1=C(N)OC2=C(C(=O)CCC2)[C@]12C(=O)N(CC(N)=O)c1ccccc12
10%	-14%	NC(=O)C1CCCN(C(=O)Nc2cccc3ccccc23)C1 (stereo not drawn)
1.1%	-5%	COc1ccc(C(=O)NC2CCC(CC3CCC(NC(=O)c4ccc(OC)c(OC)c4)CC3)CC2)cc1OC (stereo not drawn)
6.8%	-9%	O=C(CCSc1nc2cc(Cl)ccc2o1)N1CCOCC1
5.2%	-6%	Cc1nc2nc(-c3ccccc3)cn2nc1C
-3.3%	.	CCOC(=O)c1sc2nccc(N(C)C)c2c1N=CNOC
-5.4%	4%	COc1cc(C2Nc3ccccc3C(=O)N2Cc2ccccc2)ccc1O (stereo not drawn)

# High-throughput results from PubChem.
